From PubChem BioAssay
CDK5 inh = blocks human CDK5/p35 kinase activity; AID 488839; Q00535+Q15078; Recombinant CDK5/p35, ADP-Glo luminescence, 60 min; inhibition, % at 10 µM; 0.01% of 330,000 active;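 active = highest replicate inhibition of at least 50% and at least 75% of replicates reaching 50%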;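 also: plate controls were DMSO neutral control for no effect and GW8510 at 10 µM for full effect; many of its hits are not listed in these tables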
LANA DNA inh = KSHV C-LANA DNA binding inhibition; inhibition, % at 9 µM; 0.078% of 340,000 active; MBP-C-LANA/FAM-LBS DNA binding, fluorescence polarization;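 active = highest replicate inhibition at or above 60% at 9 µM, even if other replicates fall short; inactive = all replicates below 60% inhibition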;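 also: 0% = neutral control wells and 100% = 4 µM acridine orange control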
Keap1 Nrf2 FP = Keap1-Nrf2 (human) interaction inhibition | Q14145 | Keap1 Kelch-Nrf2 peptide fluorescence polarization, 1536-well | inhibition, % at 9.4 µM | 0.15% of 340,000 active; in the data active = inhibition above about 12%;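 also: human Keap1 Kelch domain with fluorescein labeled Nrf2 9mer peptide probe; 0% = neutral control wells and 100% = peptide positive control; higher means more block of Keap1 binding to Nrf2 peptide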
Cardiac RTF inh = cardiac RTF calcium desensitization. P19429+P45379. IANBD-labeled cardiac RTF, Ca2+ fluorescence. inhibition, % at 7.15 µM. 0.12% of 340,000 active. AID 493244;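 active = inhibition above the mean inhibition of all tested compounds plus 3 SD, cut at about 17% in these data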;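 also: assay run at fixed EC70 calcium of 1.6 mM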
cardiac RTF act = cardiac RTF calcium sensitization. 0.24% of 340,000 active. IANBD-labeled TnC RTF fluorescence at EC20 calcium; 0% EC20 calcium, 100% full calcium. activation, % at 7.2 µM. AID 493008. P19429+P45379;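 active = activation above the mean over all tested compounds plus 3 SD, cut at about 30% in these data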;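 also: rise in fluorescence read as greater calcium sensitivity of cardiac thin filaments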
Rtt109 Vps75 = inhibitors of Candida albicans Rtt109/Vps75 histone acetyltransferase; AID 540336; 0.16% of 330,000 active; Q5AAJ8; purified Rtt109/Vps75, ThioGlo CoA-SH fluorescence, 4 h; inhibition, % at 34.9 µM;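 active = inhibition of at least 50% in every replicate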
Target sequence (Q5AAJ8 whole entry, looked up): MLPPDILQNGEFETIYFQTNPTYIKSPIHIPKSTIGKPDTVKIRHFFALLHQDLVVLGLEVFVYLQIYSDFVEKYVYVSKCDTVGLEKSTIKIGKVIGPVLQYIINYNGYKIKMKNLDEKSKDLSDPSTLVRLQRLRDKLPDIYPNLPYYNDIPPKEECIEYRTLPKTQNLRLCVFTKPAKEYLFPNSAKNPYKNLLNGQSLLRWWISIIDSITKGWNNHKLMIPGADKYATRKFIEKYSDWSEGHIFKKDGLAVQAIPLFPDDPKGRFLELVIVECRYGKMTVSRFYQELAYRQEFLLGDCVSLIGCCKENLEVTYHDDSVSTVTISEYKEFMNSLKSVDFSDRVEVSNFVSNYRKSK
NSD2 inh = blocks human histone methyltransferase NSD2; NSD2 peptide methylation, AlphaScreen, 120 min; inhibition, % at 12.5 µM; 0.54% of 310,000 active; in the data active = inhibition above about 50%
Mot1-301 SUMO = SUMOylation pathway inhibition by Mot1-301 growth rescue; S. cerevisiae Mot1-301 growth rescue, ATP luminescence, 38.5C; percent above DMSO median, 100 means doubled; growth rescue, % at 18.8 µM; 1% of 320,000 active; AID 2716;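 active = every valid replicate shows activation above 250% relative to neutral control wells; inactive = the rest, any valid replicate at or below 250%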;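 also: OY570 slx delta 5 strain wells were the positive control but not used for scaling; some compounds called inactive have numbers as strong as hits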
dFosB activator = mouse delta FosB homodimer activation | 0.99% of 340,000 active | activation, % at 25 µM | AID 493131 | P13346 | purified delta FosB, TAMRA-CDK5 oligo fluorescence polarization; percent of positive-control signal above neutral wells;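 active = mean activation above about 17%, with every replicate also reaching it, limit read from the data, passing the limit was not always enough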;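 also: fluorescence polarization rise as delta FosB binds a TAMRA Cdk5 AP-1 oligo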
Target sequence (P13346 whole entry, looked up): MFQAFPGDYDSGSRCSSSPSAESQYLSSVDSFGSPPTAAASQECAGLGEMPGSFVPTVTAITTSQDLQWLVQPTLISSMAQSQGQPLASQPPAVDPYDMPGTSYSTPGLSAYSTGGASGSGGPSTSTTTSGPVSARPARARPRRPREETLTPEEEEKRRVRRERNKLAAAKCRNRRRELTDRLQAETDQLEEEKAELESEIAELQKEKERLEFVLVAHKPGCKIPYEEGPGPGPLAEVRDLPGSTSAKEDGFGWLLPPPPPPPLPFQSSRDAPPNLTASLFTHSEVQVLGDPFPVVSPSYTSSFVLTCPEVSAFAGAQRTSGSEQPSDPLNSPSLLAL
PfHsp90 yeast 2 = inhibits growth of yeast expressing Plasmodium falciparum Hsp90 | S. cerevisiae expressing PfHsp90, BacTiter-Glo ATP, 48 h; yeast lacking PDR1 and PDR3 efflux regulators | inhibition, % at 9.4 µM | 0.32% of 310,000 active;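 active = every replicate shows inhibition above about 80%, whatever the replicate mean, limit read from the data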;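 also: 0% = DMSO neutral controls and 100% = 20 µM radicicol positive controls; yeast relying on Plasmodium falciparum Hsp90 in place of its own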
PvdQ inh = blocks Pseudomonas aeruginosa PvdQ acylase activity; purified PvdQ acylase, fluorescence plate reader; inhibition, % at 10 µM; 0.063% of 340,000 active; AID 488965; in the data active = inhibition above about 30%, passing the limit was not always enough;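 also: 0% = vehicle neutral wells and 100% = reference inhibitor wells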
* = called active by the depositor; nt = not tested or not shown.

The first 10 compounds (preview)
SMILES	CDK5 inh	LANA DNA inh	Keap1 Nrf2 FP	Cardiac RTF inh	cardiac RTF act	Rtt109 Vps75	NSD2 inh	Mot1-301 SUMO	dFosB activator	PfHsp90 yeast 2	PvdQ inh
COc1ccc(OC)c(S(=O)(=O)N2C(C)CCCC2C)c1 (stereo not given)	1.0	-0.8	0.1	-14.1	0.4	nt	5.4	-21.6	-8.4	3.3	0.1
COc1cccc(NC(=O)CN(C)CC(=O)NCC(=O)Nc2ccc(F)cc2)c1	0.1	-2.3	2.9	-7.3	-3.4	-5.3	-2.8	-9.3	-6.8	11.6	-18.2
CCOCCCN(C)C1CCN(C(=O)c2oc3ccccc3c2NC(=O)c2ccc([N+](=O)[O-])cc2)CC1	0.8	0.1	-1.8	-1.7	-0.8	-7.5	5.6	7.1	-3.1	-5.3	-11.0
COc1ccc(N2CCN(C(=O)COC(=O)CNC(=O)c3ccc(C)cc3)CC2)cc1	-0.4	-2.5	0.2	4.2	2.4	-4.9	-3.3	-9.6	0.8	nt	5.4
COCCn1c(=O)sc2ccccc2c1=O	-0.1	-4.6	1.5	-6.3	5.3	-1.1	-3.2	50.3	-0.7	-1.3	3.5
Cc1ccccc1NC(=S)NC(=O)c1cncc(Br)c1	0.3	2.6	-0.2	0.1	-2.1	-7.0	0.8	14.0	6.3	-9.5	-4.7
CCn1ncc(C(=O)Nc2cccc(Cl)c2)c1C	-2.1	-0.4	-1.0	0.7	3.6	-6.4	-1.8	159.2	1.2	nt	-13.2
COc1cccc(/C=N/NC(=O)CCn2c3ccccc3c3ccccc32)c1	0.1	-0.8	-4.4	-6.7	-0.7	-1.6	1.4	-16.1	23.7*	-18.7	-1.6
COc1ccc(NC(=S)NC(=O)/C=C/c2ccccc2)cc1	1.0	0.0	-6.0	-7.7	4.7	5.1	-2.0	-7.3	-1.7	-0.3	-16.7
COc1ccc2ccccc2c1CNC(=O)CC1C(=O)NCCN1CC(C)(C)C (stereo not given)	-1.1	0.7	0.4	-6.0	-3.5	-4.5	3.4	-4.5	-3.2	21.6	-3.5

Results, previewed entries included:
SMILES	CDK5 inh	LANA DNA inh	Keap1 Nrf2 FP	Cardiac RTF inh	cardiac RTF act	Rtt109 Vps75	NSD2 inh	Mot1-301 SUMO	dFosB activator	PfHsp90 yeast 2	PvdQ inh
COc1ccc(OC)c(S(=O)(=O)N2C(C)CCCC2C)c1 (stereo not given)	1.0	-0.8	0.1	-14.1	0.4	nt	5.4	-21.6	-8.4	3.3	0.1
COc1cccc(NC(=O)CN(C)CC(=O)NCC(=O)Nc2ccc(F)cc2)c1	0.1	-2.3	2.9	-7.3	-3.4	-5.3	-2.8	-9.3	-6.8	11.6	-18.2
CCOCCCN(C)C1CCN(C(=O)c2oc3ccccc3c2NC(=O)c2ccc([N+](=O)[O-])cc2)CC1	0.8	0.1	-1.8	-1.7	-0.8	-7.5	5.6	7.1	-3.1	-5.3	-11.0
COc1ccc(N2CCN(C(=O)COC(=O)CNC(=O)c3ccc(C)cc3)CC2)cc1	-0.4	-2.5	0.2	4.2	2.4	-4.9	-3.3	-9.6	0.8	nt	5.4
COCCn1c(=O)sc2ccccc2c1=O	-0.1	-4.6	1.5	-6.3	5.3	-1.1	-3.2	50.3	-0.7	-1.3	3.5
Cc1ccccc1NC(=S)NC(=O)c1cncc(Br)c1	0.3	2.6	-0.2	0.1	-2.1	-7.0	0.8	14.0	6.3	-9.5	-4.7
CCn1ncc(C(=O)Nc2cccc(Cl)c2)c1C	-2.1	-0.4	-1.0	0.7	3.6	-6.4	-1.8	159.2	1.2	nt	-13.2
COc1cccc(/C=N/NC(=O)CCn2c3ccccc3c3ccccc32)c1	0.1	-0.8	-4.4	-6.7	-0.7	-1.6	1.4	-16.1	23.7*	-18.7	-1.6
COc1ccc(NC(=S)NC(=O)/C=C/c2ccccc2)cc1	1.0	0.0	-6.0	-7.7	4.7	5.1	-2.0	-7.3	-1.7	-0.3	-16.7
COc1ccc2ccccc2c1CNC(=O)CC1C(=O)NCCN1CC(C)(C)C (stereo not given)	-1.1	0.7	0.4	-6.0	-3.5	-4.5	3.4	-4.5	-3.2	21.6	-3.5
COc1cccc(-c2noc(CCC(=O)Nc3cccnc3)n2)c1	1.1	1.4	-3.1	1.3	-0.5	-0.5	nt	-4.6	0.3	-22.1	-4.4
Cn1cc(/C=C/c2nc3ccccc3c(=O)n2-c2cccc([N+](=O)[O-])c2)c2ccccc21	-1.2	1.2	-2.3	1.4	5.9	5.5	-1.8	-9.4	-1.6	-16.6	-2.2
CCN(CC)Cc1ccc(NC(=O)c2sc3cc(Cl)ccc3c2Cl)cc1	0.3	-1.9	1.3	-2.6	-3.9	-3.0	-0.4	3.4	-36.1	12.4	-4.1
CC(Oc1cccc(Cl)c1)c1ccnc2nc(/N=C/N(C)C)nn12 (stereo not given)	0.4	0.3	2.2	0.5	0.5	-11.8	2.7	-22.8	-7.3	-11.1	3.6
COc1ccc(N2CCN(C(=O)c3ccc(-n4nc(C)cc4C)cc3)CC2)cc1	-1.2	0.3	2.7	-4.8	-0.9	-20.8	2.7	198.7	-4.0	nt	-18.5
COc1cc(/C=N/O)ccc1OCc1ccc([N+](=O)[O-])cc1	1.3	1.7	-4.4	8.1	2.3	-1.3	-1.0	12.2	-6.8	0.8	3.2
CC1c2[nH]c3ccccc3c2C[C@H]2C(=O)N(CCCN(C)C)CC(=O)N12 (stereo not given in full)	0.9	0.6	5.1	2.1	2.3	-0.2	2.6	-14.1	-0.9	-12.6	-2.3
CSCCC(NS(=O)(=O)c1ccccc1F)C(=O)NCC(c1ccco1)N(C)C (stereo not given)	-0.8	0.5	0.5	4.3	-5.4	-18.8	-0.5	-15.2	6.5	nt	-3.5
O=C(CN(Cc1ccccc1)C(=O)CCC(=O)Nc1ccccn1)NCCc1ccccc1	-0.7	-1.6	-3.2	1.6	3.3	-7.1	3.7	-3.8	-12.5	5.8	-7.8
Cn1c(=O)[nH]c(=O)c2c1nc(NC1CCCC1)n2Cc1ccccc1	-0.5	2.6	0.2	2.4	7.3	-0.6	0.1	-6.8	-0.2	-18.9	-0.4
O=C(CC1S/C(=N/N=C/c2cccs2)NC1=O)Nc1ccccc1F (stereo not given)	3.3	-0.6	-3.0	-3.0	4.6	-16.3	2.8	122.5	31.5*	-2.0	1.0
CCc1ccc(N(CC(=O)NCc2ccc3c(c2)OCO3)C(=O)c2csnn2)cc1	1.5	0.0	-5.2	-2.3	9.7	-0.4	60.4*	-8.0	-15.5	17.2	-9.6
COC(=O)NC(=S)Nc1ccc(Oc2ccc(Cl)cc2)c(Cl)c1	-2.0	3.2	-6.8	3.2	3.9	2.2	-3.8	2.8	-1.9	-6.3	-0.7
COc1ccc(S(=O)(=O)N2CCCCCC2)cc1C(=O)Nc1ccc(C(=O)N(C)C)cc1	-0.1	-1.3	0.1	-5.5	3.9	25.9	-0.2	nt	-8.8	nt	2.8
CC(=O)Nc1ccc(S(=O)(=O)Nc2nccc(C)n2)cc1	0.7	-3.0	-0.2	-5.0	-4.5	-11.0	-1.1	0.3	-4.1	-8.9	-15.6
Cc1cccc(OCC(=O)Nc2ccncc2)c1C	0.8	2.8	1.3	3.3	-4.8	-5.5	1.5	129.5	-0.2	4.9	-4.4
CN(CC(=O)Nc1ccccc1Cl)C(=O)COC(=O)c1ccc(Cl)nc1	-0.2	-0.1	-0.9	0.7	-4.2	3.6	-2.0	-9.5	-1.6	10.4	-5.1
c1ccc(-c2noc(C3CCCCC3)n2)nc1	0.0	0.0	-3.0	-4.8	1.9	-3.3	-5.1	-17.2	-3.1	10.8	-8.8
Cc1ccc(-c2nnn(CC(=O)N(c3ccc4c(c3)OCCO4)C(C(=O)NCC3CCCO3)c3ccc(F)cc3)n2)o1 (stereo not given)	2.1	0.5	-0.2	-3.9	-0.7	7.1	1.7	-8.7	-2.2	-1.4	0.3
COc1ccc(C=C2c3ccccc3C(=O)c3ccccc32)c(OC)c1	4.2	-1.3	-2.0	-4.6	-1.1	4.5	0.9	-7.2	-3.4	6.3	-11.9

Compound profiles, as listed above. Screens in order: CDK5 inh, LANA DNA inh, Keap1 Nrf2 FP, Cardiac RTF inh, cardiac RTF act, Rtt109 Vps75, NSD2 inh, Mot1-301 SUMO, dFosB activator, PfHsp90 yeast 2, PvdQ inh
`COc1ccc(S(=O)(=O)N2CCCCCC2)cc1C(=O)Nc1ccc(C(=O)N(C)C)cc1` reads -0.1, -1.3, 0.1, -5.5, 3.9, 25.9, -0.2, nt, -8.8, nt, 2.8
`c1ccc(-c2noc(C3CCCCC3)n2)nc1` reads 0.0, 0.0, -3.0, -4.8, 1.9, -3.3, -5.1, -17.2, -3.1, 10.8, -8.8

More results:
SMILES	CDK5 inh	LANA DNA inh	Keap1 Nrf2 FP	Cardiac RTF inh	cardiac RTF act	Rtt109 Vps75	NSD2 inh	Mot1-301 SUMO	dFosB activator	PfHsp90 yeast 2	PvdQ inh
CCc1ccccc1N(C(=O)CNC(=O)c1ccco1)C(C(=O)NC1CCCC1)c1cccnc1 (stereo not given)	-0.7	-2.0	0.5	-7.7	-6.8	2.8	-4.9	-19.8	0.1	-4.1	-5.6
COc1cc(C2=NOC(C(=O)N3CCN(c4ccc(F)cc4)CC3)C2)cc(OC)c1OC (stereo not given)	0.1	0.2	-3.4	4.1	-11.5	12.1	3.0	16.6	-8.5	19.2	-0.8
CC(=C\c1ccccc1)/C=C1/SC(=S)N(C(C(=O)O)C(C)C)C1=O (stereo not given)	-0.9	-0.2	2.9	11.4	-2.8	37.0	16.9	nt	-5.1	-0.6	4.4
O=C(Nc1cccc(OCC(=O)N2CCOCC2)c1)c1ccc(C(F)(F)F)cc1	-1.0	0.4	-4.5	-13.9	4.2	-4.7	-2.7	-10.0	-12.3	18.0	-13.2
Cc1[nH]n(-c2ccccc2)c(=O)c1/C=N/c1nn[nH]n1	0.3	1.4	0.5	nt	nt	6.0	5.9	140.1	2.5	-8.9	-1.5
COc1cccc(C2CC(c3ccccc3Cl)n3ncnc3N2)c1 (stereo not given)	0.3	0.9	3.7	-9.1	-1.9	-2.8	2.7	-7.5	-12.9	-4.8	5.2
Cc1ccc(S(=O)(=O)N2CCOCC2)cc1NC(=O)COC(=O)COc1cccc2c1OC(C)(C)C2	-3.5	-0.2	6.2	-6.4	-5.8	0.6	5.3	-3.4	-13.1	nt	-6.9
CN1CCN(c2nc3nonc3nc2N2CCN(C)CC2)CC1	-0.5	3.7	1.9	3.1	7.6	10.3	36.7	-6.8	-3.2	6.3	-6.7
CCc1cccc(NC(=O)CCc2nc(-c3cccs3)no2)c1	0.0	1.3	2.0	2.2	-4.1	-3.2	nt	7.9	-4.2	-9.7	-4.9
